STEP block: blocks human striatal-enriched tyrosine phosphatase. recombinant STEP, OMFP fluorogenic substrate, fluorescence. inhibition, % at 20 µM. 360,000 compounds, 0.25% hits. AID 588621;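 active = inhibition at 20 µM, scaled per plate between control wells, above about 37%, limit read from the data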;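 also: 0% = DMSO with enzyme and substrate and 100% = substrate only without enzyme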
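System: STEP phosphatase, cell-free reaction; Buffer or medium: Bis-Tris pH 6.0 buffer with DTT, detergent; Incubation: 20 min at room temperature, dark; Measured by: fluorescence, 480/540 nm.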
Rin1 Abl inh: blocks binding of human Rin1 to Abl | P00519+Q13671 | TR-FRET Rin1/Abl binding, biochemical | inhibition, % at 7.35 µM | 360,000 compounds, 0.4% hits | AID 588664; in the data active = inhibition above about 5%, passing the limit was not always enough
Neddylation inh: cullin neddylation inhibition; P61081+Q13564; TR-FRET cullin neddylation, biochemical; calls only at 25 µM; 360,000 compounds, 0.58% hits; in the data active = inhibition above about 36%
Target sequence (P61081 whole entry, looked up): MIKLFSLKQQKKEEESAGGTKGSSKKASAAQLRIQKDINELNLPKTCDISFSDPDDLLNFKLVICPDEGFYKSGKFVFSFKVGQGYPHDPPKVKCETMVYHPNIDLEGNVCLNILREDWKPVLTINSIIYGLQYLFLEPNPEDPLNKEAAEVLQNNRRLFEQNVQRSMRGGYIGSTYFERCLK
Target sequence (Q13564 whole entry, looked up): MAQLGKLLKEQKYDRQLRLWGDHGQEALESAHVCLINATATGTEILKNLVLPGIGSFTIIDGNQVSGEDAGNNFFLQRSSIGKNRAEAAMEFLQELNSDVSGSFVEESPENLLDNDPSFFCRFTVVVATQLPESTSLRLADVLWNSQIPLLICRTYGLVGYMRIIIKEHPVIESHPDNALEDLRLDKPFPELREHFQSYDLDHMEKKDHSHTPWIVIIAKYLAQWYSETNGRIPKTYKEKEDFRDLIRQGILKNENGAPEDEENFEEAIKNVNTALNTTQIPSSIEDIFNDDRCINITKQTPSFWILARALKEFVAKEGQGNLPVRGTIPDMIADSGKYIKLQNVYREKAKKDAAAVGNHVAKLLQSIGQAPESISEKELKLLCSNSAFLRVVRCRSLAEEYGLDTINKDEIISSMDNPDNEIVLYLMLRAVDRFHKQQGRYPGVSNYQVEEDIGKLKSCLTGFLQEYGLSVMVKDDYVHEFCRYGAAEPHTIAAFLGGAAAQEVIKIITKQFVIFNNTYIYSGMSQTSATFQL
Rpn11 block: blocks the human proteasome subunit Rpn11 | O00487 | human 26S proteasome, Ub4-pepOG fluorescence polarization; 20S core pre-blocked with epoxomicin | 360,000 compounds, 0.59% hits | calls only at 20 µM;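 active = inhibition at 20 µM, scaled to each plate's controls, above about 33%, limit read from the data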
CSN inh: blocks human CSN-mediated cullin deneddylation. Q92905. Purified CSN, SCF-Nedd8-OG deneddylation, fluorescence polarization. inhibition, % at 12.5 µM. 360,000 compounds, 0.38% hits;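 active = pattern-corrected inhibition above about 35%, with an unprinted fluorescence ratio check between 0.5 and 1.5, limit read from the data, passing the limit was not always enough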;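 also: 0% = enzyme with substrate and 100% = substrate without enzyme; some results filed as inactive read as strong as hits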
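test system = HEK293T-derived human Csn5 enzyme | amount = 0.24 nM Csn5 enzyme, final concentration | medium = Tris/NaCl/DTT buffer, pH 7.5 | schedule = 90 min reaction at room temperature | signal = FP | evaluation = inhibition of Csn5 cleavage, % | compound dosing = single dose of 12.5 µM compound with 0.25% DMSO | probe or stimulus = 10 nM SCFSkp2-Nedd8OG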
Scp1 inh: Scp-1 (human) phosphatase inhibition | Recombinant Scp1, phosphopeptide, malachite green phosphate absorbance | inhibition, % at 20 µM | AID 493091 | Q9GZU7 | 340,000 compounds, 0.88% hits;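 active = inhibition above about 50% at 20 µM, limit read from the data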;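 also: plate controls were DMSO wells with enzyme for no effect and wells lacking enzyme for full effect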
Target sequence (Q9GZU7 76-261 limits assumed): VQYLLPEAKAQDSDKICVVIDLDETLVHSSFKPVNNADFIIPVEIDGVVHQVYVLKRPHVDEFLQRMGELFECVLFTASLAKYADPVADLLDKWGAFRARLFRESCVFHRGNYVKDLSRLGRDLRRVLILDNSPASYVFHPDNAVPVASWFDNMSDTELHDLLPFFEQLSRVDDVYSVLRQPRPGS
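System: truncated SCP-1 phosphatase (76-261aa); medium: Tris acetate buffer pH 5.5 with MgCl2 and Tween-20; incubation: 45 min room-temperature reaction, 5 min colour, 30 min stabiliser; compound: single 20 µM dose, 1% DMSO; reagent: Phosphorylated 17-residue peptide substrate; read-out: % inhibition at 20 µM; technique: colorimetric free-phosphate detection, absorbance 630 nm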
DNMT1 block: DNMT1 (human) enzyme inhibition. P26358. DNMT1 molecular beacon, Hinp1I cleavage, fluorescence. inhibition (reported as % activation of signal), % at 10 µM. 360,000 compounds, 0.83% hits. AID 588458; in the data active = inhibition above about 50%
LMPTP inh: blocks human LMPTP phosphatase | 360,000 compounds, 0.22% hits | AID 651560 | P24666 | recombinant LMPTP-A, OMFP fluorogenic substrate, fluorescence intensity | inhibition, % at 20 µM;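 active = compounds that cut the enzyme signal by at least half of the control window in the single-dose screen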;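 also: plate controls were DMSO wells with enzyme plus substrate for no effect and substrate without enzyme for full effect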
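Test system: LMPTP-A phosphatase enzyme; input: 0.625 nM LMPTP-A final; reagent: OMFP substrate, 400 µM final; compound dosing: 20 µM single dose, 3% DMSO; incubation: 50 min dark incubation at room temperature; measured by: endpoint fluorescence intensity from OMFP dephosphorylation; measure: % inhibition relative to no-enzyme and uninhibited control wells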
SUMO1-SIM PPI: alters human SUMO1 binding to SIM partners | P63165 | SUMO1 binding to a labelled peptide, TR-FRET, 1 h | inhibition, % at 20 µM | 360,000 compounds, 0.33% hits | AID 602429; in the data active = inhibition above about 37%
Target sequence (P63165 whole entry, looked up): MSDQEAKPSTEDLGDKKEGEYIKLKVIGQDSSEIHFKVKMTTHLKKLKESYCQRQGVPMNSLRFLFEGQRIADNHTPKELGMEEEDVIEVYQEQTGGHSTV
NadD block: NadD (S. aureus) enzyme inhibition; purified NadD enzyme, colorimetric absorbance read-out; inhibition, % at 20 µM; 360,000 compounds, 0.78% hits; AID 602399; in the data active = inhibition above about 26%; also: some compounds past the cut are filed as inactive
Active calls of the source: *; i = inactive; . = no result given.

Keys – A = STEP block; B = Rin1 Abl inh; C = Neddylation inh; D = Rpn11 block; E = CSN inh; F = Scp1 inh; G = DNMT1 block; H = LMPTP inh; I = SUMO1-SIM PPI; J = NadD block
CCc1nc2sc3c(c2c(=O)n1N)CC(C)(C)OC3
  A = 0	B = 0	C = i	D = i	E = 0	F = 1	G = 1	H = 0.7	I = -1	J = 4

CCN=c1scc(C)n1/N=C/c1cc(Br)c(O)c(OC)c1
  A = 0	B = -2	C = i	D = i	E = 3	F = -4	G = -17	H = -0.4	I = 2	J = 35*

CC(C)CC1NC(=O)N(CC(=O)c2ccc3c(c2)OCCO3)C1=O (configuration not stated)
  A = -4	B = 2	C = i	D = i	E = 0	F = -5	G = 0	H = -1.3	I = 1	J = -2

CC1CCc2nc(NC(=O)c3ccc(S(=O)(=O)N4CCCc5ccccc54)cc3)sc2C1 (configuration not stated)
  A = 1	B = 1	C = i	D = i	E = 1	F = -1	G = -3	H = 1.2	I = 1	J = 26

O=S(=O)(N/N=C/c1ccc2c(c1)OCCO2)c1ccccc1
  A = 1	B = -3	C = i	D = i	E = -2	F = 1	G = 0	H = 0.0	I = -5	J = -4

CCOC(Cn1c(CCCO)nc2ccccc21)OCC
  A = -3	B = 5	C = i	D = i	E = 3	F = 0	G = 3	H = 0.7	I = -5	J = 1

CCN(CC)CCN1CCN(c2cncc(-c3cccc(N)c3)n2)CC1
  A = 2	B = -4	C = i	D = i	E = 3	F = .	G = -7	H = -2.0	I = -25	J = 3

O=C(CCCc1c[nH]c2ccccc12)Nc1ncccc1O
  A = 5	B = -1	C = i	D = i	E = -4	F = 4	G = -1	H = -0.3	I = -3	J = -2

FC(F)(F)c1cnc(NNC(=S)Nc2ccc(Cl)cc2)c(Cl)c1
  A = 0	B = -1	C = i	D = i	E = -3	F = 0	G = 0	H = -0.7	I = -1	J = 2

COc1ccc(N2CCN(C(CNS(=O)(=O)c3ccccc3)c3ccccc3)CC2)cc1 (configuration not stated)
  A = 2	B = 0	C = i	D = i	E = 3	F = -10	G = 0	H = -1.5	I = 3	J = -9

CCc1ccc(NC(=O)C(C)OC(=O)C2CCN(c3ccc(C(F)(F)F)cn3)CC2)cc1 (configuration not stated)
  A = 0	B = 5	C = i	D = i	E = -3	F = -3	G = -1	H = 1.8	I = 4	J = -4

CN(C)C(=O)c1ccccc1Sc1cc(Cl)ccc1Cl
  A = -3	B = 0	C = i	D = i	E = -4	F = -5	G = 0	H = -1.8	I = 1	J = -1

O=C(CCNC(=O)N1CCn2c1nc1ccccc12)NCc1ccc(F)cc1
  A = -1	B = 1	C = i	D = i	E = -3	F = -1	G = -1	H = -0.9	I = 4	J = 1

COc1cccc(CNS(=O)(=O)c2c(C)nc3scc(C)n3c2=O)c1
  A = -1	B = 4	C = .	D = i	E = -1	F = -6	G = -1	H = -1.6	I = 3	J = 1

OC(CNCc1ccccc1Cl)C(F)(F)F (configuration not stated)
  A = -2	B = 2	C = i	D = i	E = 16	F = -9	G = 7	H = 0.4	I = -6	J = -7

CN(Cc1cnn(C)c1)Cc1nc(C(c2ccccc2)c2ccccc2)no1
  A = 0	B = 1	C = i	D = i	E = 2	F = -6	G = -2	H = -0.4	I = 0	J = 3

O=C(c1cc(C2CC2)nn1-c1ccccc1)N1CCN(Cc2ccc(Cl)cc2)CC1
  A = 1	B = 1	C = i	D = i	E = 0	F = 1	G = 1	H = 3.6	I = 0	J = -5

O=C(CN1CCN(c2ccc(F)cc2)CC1)N1N=CCC1c1ccccc1 (configuration not stated)
  A = 2	B = -2	C = i	D = i	E = 4	F = -10	G = 0	H = -0.8	I = 2	J = -1

O=C1CC(c2cccc(F)c2)c2c(c3ccccc3[nH]c2=O)O1 (configuration not stated)
  A = 0	B = 4	C = i	D = i	E = -2	F = -7	G = 5	H = -1.3	I = 1	J = 0

CN(C(=O)COC(=O)C1CCN(S(=O)(=O)c2cccs2)CC1)c1ccccc1
  A = 0	B = 3	C = i	D = i	E = -7	F = -3	G = 0	H = -0.7	I = -1	J = -1

CC(=O)Nc1ccc(S(=O)(=O)NCCN2CCOCC2)cc1
  A = -6	B = 1	C = i	D = i	E = 3	F = -4	G = 3	H = 0.1	I = 0	J = -1

CN(C)C(CNc1ccc(C(N)=O)cc1[N+](=O)[O-])c1ccccc1 (configuration not stated)
  A = 2	B = -1	C = i	D = i	E = -4	F = -1	G = 0	H = 1.5	I = -32	J = -7

CCc1c(C#N)sc(C(N)=O)c1CC
  A = -2	B = 0	C = i	D = i	E = 0	F = -7	G = 4	H = -2.4	I = 0	J = -3

O=C(NCc1ccncc1)C(=O)NCC1OCCCN1S(=O)(=O)c1cc(F)ccc1F (configuration not stated)
  A = -2	B = -3	C = i	D = i	E = -3	F = -5	G = -3	H = -1.9	I = 1	J = -1

CN1C(=O)c2ccc(S(=O)(=O)c3ccc(C(=O)O)cc3)cc2C1=O
  A = -4	B = -1	C = i	D = i	E = 5	F = 10	G = 3	H = -0.9	I = -16	J = 4

S=C(NCc1ccccc1)N1CCN(c2ccccc2)CC1
  A = 0	B = 2	C = i	D = i	E = -3	F = 1	G = 0	H = 1.8	I = 0	J = -8

CCN(C(=O)COC(=O)c1ccc(Cl)nc1)C1CCS(=O)(=O)C1 (configuration not stated)
  A = 0	B = 3	C = i	D = i	E = -12	F = 9	G = 0	H = 2.5	I = -3	J = -3

CC(C)CC(NC(=O)c1ccccc1)C(=O)OCC(=O)Nc1ccc(S(N)(=O)=O)cc1 (configuration not stated)
  A = -2	B = 4	C = i	D = i	E = -3	F = -6	G = -2	H = -0.7	I = -2	J = -4

CC1(C)CC(NC(=O)C2CCCCC2)CC(C)(C)N1
  A = 2	B = 0	C = i	D = i	E = 2	F = -1	G = 2	H = -2.1	I = -1	J = -4

CCN(CC)c1ccc(-n2cc3c(=O)n(C)c(=O)n(C)c3c2)cc1
  A = 2	B = 0	C = .	D = i	E = 2	F = -4	G = -4	H = 1.6	I = 0	J = -3

Cc1ccccc1NC(=O)C1Cc2ccccc2C(=O)O1 (configuration not stated)
  A = -2	B = 2	C = i	D = i	E = -4	F = -8	G = -1	H = -1.1	I = 6	J = -2

Cc1onc(-c2ccccc2)c1C(=O)N1CCC(CO)(Cc2ccccc2)CC1
  A = 0	B = 1	C = i	D = i	E = -1	F = -5	G = -1	H = 3.5	I = -4	J = -9

CCc1ccccc1NC(=O)C1C(c2ccccc2)C1(Cl)Cl (configuration not stated)
  A = 3	B = 2	C = i	D = i	E = 1	F = -3	G = -4	H = 1.3	I = 0	J = -10

CC(C)=CCC/C(C)=C/CC/C(C)=N/O
  A = 1	B = -4	C = i	D = i	E = 0	F = -8	G = 4	H = 0.2	I = 2	J = -2

COc1ccc(NC(=O)CCC(=O)OCc2ccc(Br)cc2)cc1
  A = -1	B = -4	C = i	D = i	E = -2	F = -8	G = -2	H = 0.5	I = -5	J = -7

Cc1ccc(C(=O)N2CCN(c3ccc(NC(=O)c4cc(C)cc(C)c4)cc3)CC2)cc1
  A = 1	B = -1	C = i	D = i	E = -1	F = -3	G = 3	H = 3.5	I = 0	J = 10

O=C(/C=C/c1ccc(Br)cc1)NC(=S)N1CCOCC1
  A = 6	B = -2	C = i	D = i	E = -1	F = -4	G = 0	H = -0.8	I = 3	J = -2

Cc1nc(SCC(=O)NCCc2ccccc2)n[nH]1
  A = -5	B = 3	C = i	D = i	E = -1	F = -3	G = 3	H = 1.0	I = 6	J = 4

C[C@@H]1CCCCO[C@H](CN(C)C(=O)c2ccncc2)[C@H](C)CN([C@@H](C)CO)C(=O)c2cc(NC(=O)c3ccccc3)ccc2O1
  A = 0	B = -1	C = i	D = i	E = 4	F = .	G = 2	H = -2.3	I = 2	J = 1

O=C(Nc1ccc(Cl)c(Cl)c1)O/N=C/c1ccncc1
  A = -2	B = -1	C = i	D = i	E = 6	F = 11	G = 2	H = -1.0	I = 1	J = -4

O=[N+]([O-])c1cccc(C2NCC(c3ccccc3Cl)c3c2[nH]c2ccccc32)c1 (configuration not stated)
  A = -2	B = 3	C = i	D = i	E = -4	F = 2	G = -6	H = 3.2	I = -8	J = 10

CCc1cccc(NC(=O)CC2SC(N3CCCC3)=NC2=O)c1 (configuration not stated)
  A = -1	B = 1	C = i	D = i	E = 0	F = -5	G = 0	H = -0.2	I = -3	J = -2

Cc1cc2c(c(C)c1Br)C(c1ccc3c(c1)OCO3)CC(=O)O2 (configuration not stated)
  A = 2	B = -2	C = i	D = i	E = 3	F = -9	G = -1	H = 4.9	I = 7	J = -6

Clc1cccc(Cl)c1CNC1CCCC1
  A = 0	B = -1	C = i	D = i	E = -5	F = 1	G = 5	H = -0.5	I = 5	J = -1

COc1ccc(OC)c(NC(=O)Cn2cc(C#N)c3cc(Br)ccc32)c1
  A = 1	B = -7	C = i	D = i	E = 0	F = -4	G = -3	H = 2.7	I = -3	J = -2

COc1ccc(-n2c(SCC(N)=O)nc3sc4c(c3c2=O)CCN(C)C4)cc1
  A = 5	B = -5	C = i	D = i	E = 10	F = -2	G = -1	H = 9.8	I = -3	J = -1

COc1cc([N+](=O)[O-])ccc1NC(=S)N1CCN(c2ccccn2)CC1
  A = 2	B = -1	C = i	D = i	E = -4	F = 3	G = -1	H = 0.0	I = -17	J = -1

Cc1ccccc1-c1ocnc1C(=O)Nc1ccccc1NC(=O)c1ccccn1
  A = 0	B = 3	C = i	D = i	E = 0	F = -6	G = -1	H = 1.4	I = 0	J = 0

In the list so far, these contain an NH in an aromatic ring:
Keys – A = STEP block; B = Rin1 Abl inh; C = Neddylation inh; D = Rpn11 block; E = CSN inh; F = Scp1 inh; G = DNMT1 block; H = LMPTP inh; I = SUMO1-SIM PPI; J = NadD block
O=C(CCCc1c[nH]c2ccccc12)Nc1ncccc1O
  A = 5	B = -1	C = i	D = i	E = -4	F = 4	G = -1	H = -0.3	I = -3	J = -2

O=C1CC(c2cccc(F)c2)c2c(c3ccccc3[nH]c2=O)O1 (configuration not stated)
  A = 0	B = 4	C = i	D = i	E = -2	F = -7	G = 5	H = -1.3	I = 1	J = 0

Cc1nc(SCC(=O)NCCc2ccccc2)n[nH]1
  A = -5	B = 3	C = i	D = i	E = -1	F = -3	G = 3	H = 1.0	I = 6	J = 4

O=[N+]([O-])c1cccc(C2NCC(c3ccccc3Cl)c3c2[nH]c2ccccc32)c1 (configuration not stated)
  A = -2	B = 3	C = i	D = i	E = -4	F = 2	G = -6	H = 3.2	I = -8	J = 10

Assay outcomes from PubChem.
